CR mimetic SO: reduction of superoxide in aged yeast, primary screen, HTS. AID 2690, 2010. hit rate 0.18% among 330,000. superoxide response (% of plate mean), % at 10 µM. S. cerevisiae aged cells, superoxide DHE fluorescence; hits give low values;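 active = superoxide response under a set limit, about three screen SD below normal, cut at about 65% in these data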;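 also: yeast aged for seven days with compound at 30 °C before DHE staining; 100% = average MFI of all compound-treated wells on the plate with controls excluded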
VLA-4 inh: inhibition in human VLA-4 binding assay, primary screen, VLA-4 allosteric modulator project, MLPCN library, flow cytometry, VLA-4 expressing cells; Integrin alpha-4 (Homo sapiens), P13612; ligand binding flow cytometry; inhibition, % (about 7 µM as worked out from the volumes in the protocol); hit rate 0.2% among 330,000; AID 2557, 2010; in the data active = inhibition above about 50%
MEX-5 binding: MEX-5 zinc finger RNA-binding disruptors – biochemical, C. elegans, fluorescence polarization, MLPCN library, primary screen | Zinc finger protein mex-5 (Caenorhabditis elegans), Q9XUB2 | MEX-5/FITC-TCR2 RNA binding; hits give low values | activity score (negative = inhibition of binding), % at 10 µM | hit rate 0.38% among 300,000 | AID 1832, 2009;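 active = inhibition past about -25% in most replicates, and total fluorescence under double the plate's negative control median, limit read from the data; inconclusive = replicates evenly split on the limit, or fluorescence at least double controls; inactive = too little inhibition in most replicates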;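 also: 0% = DMSO and -100% = 5 µM competing unlabeled TCR2 RNA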
GRK2 aptamer HTS: compounds blocking aptamer binding on GRK2 – biochemical, human GRK2, bead flow cytometry, HTS, primary screen | Beta-adrenergic receptor kinase 1 (Homo sapiens), P25098 | FAM-aptamer displacement from GRK2 | inhibition of aptamer binding, % at 10 µM | hit rate 0.59% among 330,000 | AID 488847, 2010;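 active = inhibition of aptamer binding above 40%, roughly 3 SD of noise, on plates passing a quality check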;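 also: median bead fluorescence of bound FAM aptamer so fluorescent compounds give negative values; no value below 0 was filed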
Target sequence (P25098 whole entry, looked up): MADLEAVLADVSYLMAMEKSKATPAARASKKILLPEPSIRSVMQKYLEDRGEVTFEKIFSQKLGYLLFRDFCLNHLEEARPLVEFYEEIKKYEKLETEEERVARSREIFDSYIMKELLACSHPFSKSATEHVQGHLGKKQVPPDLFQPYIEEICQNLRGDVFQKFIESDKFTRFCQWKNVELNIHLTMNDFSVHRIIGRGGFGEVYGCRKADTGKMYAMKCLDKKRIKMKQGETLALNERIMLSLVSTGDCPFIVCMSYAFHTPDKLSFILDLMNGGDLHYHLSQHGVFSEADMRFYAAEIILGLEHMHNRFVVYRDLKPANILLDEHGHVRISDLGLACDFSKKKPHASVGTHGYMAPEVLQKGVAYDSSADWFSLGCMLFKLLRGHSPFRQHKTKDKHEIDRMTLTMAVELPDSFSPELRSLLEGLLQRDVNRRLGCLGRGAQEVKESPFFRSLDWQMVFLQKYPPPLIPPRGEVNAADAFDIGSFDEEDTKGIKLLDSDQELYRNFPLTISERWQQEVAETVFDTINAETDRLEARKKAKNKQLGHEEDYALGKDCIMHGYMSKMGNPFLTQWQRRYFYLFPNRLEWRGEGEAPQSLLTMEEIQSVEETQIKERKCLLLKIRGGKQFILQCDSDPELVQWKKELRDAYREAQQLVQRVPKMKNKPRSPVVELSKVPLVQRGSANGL
MCL1 BIM primary: inhibitors of MCL1 binding to BIM-BH3, primary screen, biochemical, fluorescence polarization; AID 2057, 2009; GST-MCL1 / FITC-Bim-BH3 fluorescence polarization; inhibition, % at 10.9 µM; hit rate 0.68% among 320,000; Induced myeloid leukemia cell differentiation protein Mcl-1 (Homo sapiens), Q07820;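 active = inhibition above the mean inhibition of all tested compounds plus 3 SD, set per campaign, cut at about 40% in these data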;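 also: 0% = DMSO wells and 100% = unlabeled Bim-BH3 peptide control; higher means more loss of mP so more displacement of Bim peptide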
GLD-1 TGE inh: GLD-1/TGE RNA complex disruptors, primary screen, biochemical, fluorescence polarization | Female germline-specific tumor suppressor gld-1 (Caenorhabditis elegans), Q17339 | inhibition, % at 5.96 µM | purified GLD-1 + fluorescein TGE RNA | hit rate 0.44% among 320,000;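 active = percent inhibition above a per-plate cutoff, the plate mean of test compounds plus 3 SD, cut at about 30% in these data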;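 also: 0% = DMSO wells with GLD-1 and probe and 100% = wells lacking GLD-1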
CIT2-GFP yeast: modulators of CIT2-GFP expression in yeast, primary screen, S. cerevisiae, GFP fusion, multiplex flow cytometry, MLPCN library; S. cerevisiae CIT2-GFP strain, 3 h; 100 means same as DMSO wells; GFP response vs DMSO, % at 10 µM; hit rate 0.065% among 320,000; AID 2029, 2009;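 active = GFP response relative to DMSO above a set limit, near the screen mean plus 3 SD, cut at about 150% in these data; inconclusive = Fewer than 70 cells measured for a yeast strain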;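 also: ratio of well median GFP fluorescence to mean of DMSO wells on the plate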
AGP1 TOR yeast: modulators of AGP1-GFP expression in yeast TOR pathway, primary screen, cell-based, multiplex flow cytometry, S. cerevisiae, MLPCN library. 3 h; GFP as percent of DMSO wells. GFP response vs DMSO, % at 10 µM. hit rate 0.02% among 320,000. AID 2066, 2009;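 active = GFP response relative to DMSO above a set limit, near screen average plus 3 SD, cut at about 150% in these data; inconclusive = fewer than 70 cells counted for the yeast strain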;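 also: median GFP channel fluorescence of the gated AGP1 strain per well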
BCLXL inh: inhibitors of human Bcl-xL, primary screen, biochemical, fluorescence polarization, HTS; Bcl-2-like protein 1 (Homo sapiens), Q07817; GST-Bcl-xL / FITC-Bim BH3 peptide fluorescence polarization; inhibition, % at 10.9 µM; hit rate 0.7% among 320,000; AID 2129, 2009;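 active = inhibition above the mean of all tested compounds plus 3 SD, cutoff set per campaign, cut at about 30% in these data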;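 also: 0% = DMSO wells and 100% = unlabeled Bim-BH3 peptide competitor; inhibitors lower millipolarization by displacing the labeled peptide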
Target sequence (Q07817 whole entry, looked up): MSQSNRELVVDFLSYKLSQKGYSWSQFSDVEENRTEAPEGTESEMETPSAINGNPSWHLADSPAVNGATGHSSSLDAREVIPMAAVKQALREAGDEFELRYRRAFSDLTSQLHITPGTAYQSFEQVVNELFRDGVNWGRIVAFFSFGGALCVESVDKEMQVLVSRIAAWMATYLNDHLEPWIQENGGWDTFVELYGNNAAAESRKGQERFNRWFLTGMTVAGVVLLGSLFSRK
Active calls of the source: *; u = inconclusive; x = not tested or not shown.

Order of results – CR mimetic SO	VLA-4 inh	MEX-5 binding	GRK2 aptamer HTS	MCL1 BIM primary	GLD-1 TGE inh	CIT2-GFP yeast	AGP1 TOR yeast	BCLXL inh
Fc1ccccc1N1CCN(c2nc(-c3cccs3)nc3ccccc23)CC1
  95	13	4.2	0	3	-6	114	95	0
CC1(OC(=O)C2CCCC2)C(=O)C=C2C=C(c3ccsc3)N(CC3CC3)C=C2C1=O (centres undefined)
  105	-4	1.0	0	31	17	105	101	27
O=C(CSc1nc2ccccc2c(=O)n1CCCN1CCOCC1)Nc1ccc(F)c(Cl)c1
  99	-2	x	0	x	3	97	102	x
CCOC(=O)C(CC)Sc1nc(N)c(NC(=O)c2ccc(OC)c(OC)c2)c(=O)[nH]1 (centres undefined)
  96	10	-0.7	4	-1	3	106	100	-1
Cc1cc(C)cc(NC(=O)COc2ccc3c(C)c(Cc4ccccc4)c(=O)oc3c2)c1
  104	-5	1.1	0	-1	-2	112	107	1
CCOCC(=O)Nc1cc(C(=O)NCCc2ccccc2)ccc1Cl
  98	8	-1.2	0	6	1	91	96	4
CN(Cc1ccccc1)C(=O)CNC(=O)C12CC3CC(CC(C3)C1)C2
  104	8	x	0	4	-1	96	100	4
COc1c(F)c(F)c(C(=O)Nc2ccccc2N2CCN(C(=O)C(C)C)CC2)c(F)c1F
  107	11	1.1	2	1	-3	84	x	2
CC(CC(=O)Nc1nnc(CC(C)(C)C)s1)c1ccccc1 (centres undefined)
  97	26	0.6	2	-4	-5	100	103	2
C#CCNC(=O)C1=C[C@@H](c2ccc3c(c2)OCO3)C[C@@H](OCc2ccc(CO)cc2)O1
  x	x	-3.0	x	2	-1	x	x	1
CCCOc1cccc(C(=O)N(Cc2ccc(OC)c(OC)c2)C2CCS(=O)(=O)C2)c1 (centres undefined)
  101	-1	0.6	0	-2	7	x	103	2
O=c1c2c(nc3nc[nH]n13)CCC2
  87	-3	0.7	9	4	5	u	u	10
O=C(C1=C(O)C(=O)N(Cc2ccccc2)C1c1cccnc1)c1ccco1 (centres undefined)
  102	13	-1.2	2	3	-1	100	103	3
c1ccc2[nH]c(CSc3nc4ccccc4s3)nc2c1
  90	8	-1.5	4	-2	-2	104	101	-3
COc1ccc(/C=N/S(=O)(=O)c2ccc(C)cc2)cc1
  108	2	0.8	3	-5	4	90	101	-5
O=S(=O)(Nc1ncccn1)c1ccc(NC(=S)Nc2cccc(Cl)c2)cc1
  92	0	x	0	3	-2	107	107	3
CCSC1=NCCN1S(=O)(=O)c1ccc2ccccc2c1
  86	2	0.5	1	5	2	90	109	4
C=CC[C@H](CC(=O)N(CCO)Cc1ccccc1)C(=O)N[C@H](COC(=O)[C@@H](CC=C)Cc1ccc(F)cc1)C(C)(C)C
  88	1	x	1	x	2	107	105	x
O=C(Cc1ccc(Cl)cc1)N1CCN(c2ccccc2)CC1
  96	25	1.2	0	0	-1	98	99	1
Cc1cccc(NC(=O)CCC2CCN(C(=O)c3ccc(C)s3)CC2)c1
  98	-9	-1.0	0	1	-3	98	95	6
O=c1[nH]cnc2cc(-c3ccccc3)sc12
  109	11	-3.1	4	-4	-1	101	101	2
O=C(CSc1nnnn1-c1ccccc1)NC1CCCc2ccccc21 (centres undefined)
  73	4	-0.5	0	-8	0	102	107	2
COc1ccc(N2CC(C(=O)NCCN3C(=O)S/C(=C\c4cccnc4)C3=O)CC2=O)c(OC)c1 (centres undefined)
  104	-21	0.1	4	166*	118*	105	109	149*
Cc1ccc(S(=O)(=O)Nc2nc(N)n(-c3ccccc3)n2)cc1
  95	8	1.6	1	-1	-1	96	103	0
Cc1cccn2c(=O)c3cc(C(=O)NCC4CCCO4)c(=N)n(CC4CCCO4)c3nc12 (centres undefined)
  112	0	-2.0	1	4	2	u	u	6
CC(=O)NC12CC3CC(C1)CC(C(=O)Nc1nc4c(C)cccc4s1)(C3)C2
  92	9	0.6	1	-1	0	101	100	6
Cc1ccc(N=C2S/C(=C\c3cn(CC(=O)O)c4ccccc34)C(=O)N2C)cc1
  97	-3	4.1	1	-15	-8	102	96	1
COc1ccccc1-n1cnnc1SCC(=O)N1CCN(C(=O)c2ccco2)CC1
  127	-6	-0.3	45*	-3	-2	92	88	1
COc1cccc(C(=O)Nc2ncc3c(n2)CC(C)CC3=O)c1 (centres undefined)
  96	62*	-0.6	0	5	-3	100	101	2
CCC1(CC)C(=O)NC(=O)NC1=NCCc1c[nH]c2ccccc12
  89	-9	2.7	0	-2	2	97	93	0
Cn1nc(C(=O)NCc2ccc(F)cc2)c2c1-c1ccccc1S(=O)(=O)C2
  124	17	3.4	3	7	4	102	99	4
CN1C(=O)/C(=C/c2ccc(C(=O)Nc3ccc(O)cc3C(=O)O)cc2)SC1=S
  103	5	-1.7	1	8	5	87	94	8
Cc1nonc1C(=O)N/N=C/c1ccc(O)cc1O
  92	2	-2.9	0	10	3	89	96	3
Cc1cc(-c2csc(Nc3ccccn3)n2)ccc1F
  104	-17	3.1	x	3	2	103	85	4
COc1ccc(S(=O)(=O)N2CCCCC2)cc1NC(=O)Cc1ccsc1
  102	-1	x	2	0	3	103	103	-1
CC1CCCN(C(=O)c2ccncc2)C1 (centres undefined)
  103	-10	3.1	2	0	-2	102	105	3
CCN(CC(=O)N1CCN(Cc2ccccc2)CC1)S(=O)(=O)c1ccc(F)cc1
  97	-19	-2.9	0	-2	-2	114	101	-2
Cc1cc(NC(=O)CSc2nnc(C3COc4ccccc4O3)o2)no1 (centres undefined)
  81	-4	1.8	1	6	2	108	109	-2
Nc1nc(Nc2ccc(Cl)cc2)nc2ccccc12
  97	-2	-1.0	0	-2	1	93	104	6
COC(=O)c1ccc(CN2CCCC(CO)(Cc3ccccc3F)C2)cc1 (centres undefined)
  94	-7	1.8	0	-4	-3	101	99	7
CCC(=O)NC(C)C(c1cccs1)N1CCN(c2ccccc2)CC1 (centres undefined)
  93	-4	1.0	0	4	4	103	100	4
COc1ccc(/C(O)=C2/C(=O)C(=O)N(CCCC(=O)O)C2c2ccc(OC)cc2)cc1 (centres undefined)
  95	-1	-1.8	3	-2	4	105	111	2
COc1ccc(C)cc1NC(=O)CN1C(=O)C(=O)N(C2CCCC2)C1=O
  96	2	x	5	1	3	94	101	-3
COC(=O)c1c(NC(=O)CSc2nnc(-c3ccco3)n2C)sc(C)c1C
  86	11	0.3	0	1	0	101	105	-1
COc1ccc(-c2nn(-c3ccccc3C)cc2CNC(C)Cn2cncn2)cc1F (centres undefined)
  122	2	-1.9	4	2	-5	95	90	2
NC(=O)C1CCN(C(=O)C2CC(=O)N(c3ccc4c(c3)OCCO4)C2)CC1 (centres undefined)
  107	9	x	1	3	-1	101	98	2
CC1N(O)C(c2ccc(Cl)cc2Cl)N(O)C1(C)C (centres undefined)
  99	10	0.7	1	0	4	88	89	3
CN=CC1=C(O)c2ccccc2C1=O
  81	8	0.8	3	5	1	100	101	6
CC(C)=C1C2CCC1C1C(=O)N(c3nc(-c4ccccc4)c(C)s3)C(=O)C21 (centres undefined)
  109	-9	0.4	1	2	-1	95	94	9
C=CCOc1cccc(CNc2cccc(C(=O)O)c2)c1
  102	3	-2.1	4	-3	4	73	95	-6
O=C(NCc1cccnc1)Nc1cccc(Cl)c1
  99	23	-0.4	0	1	-1	104	100	4
CCC1Oc2ccc(C)cc2N(CC(=O)NCCCN2CCOCC2)C1=O (centres undefined)
  80	-1	3.6	0	3	-2	99	99	2
CCCCNC(=S)N1CCn2cccc2C1c1ccccc1 (centres undefined)
  118	3	1.8	2	3	-9	95	97	0
C=C(C)CN1C(=O)C2(OCCO2)c2ccccc21
  94	3	2.1	4	-4	0	101	88	0
CC(C)n1cnnc1SCC(=O)Nc1cccc(S(=O)(=O)N(C)c2ccccc2)c1
  101	6	3.0	1	-5	6	111	112	-5
Cc1cc(OCC(=O)N(Cc2ccccc2)C2CCS(=O)(=O)C2)ccc1Cl (centres undefined)
  136	6	1.8	0	-3	-13	104	109	1
O=C(NC(=O)c1cccc(OC(F)(F)C(F)F)c1)OC1CCS(=O)(=O)C1 (centres undefined)
  104	-5	1.6	1	2	6	101	106	2
Cc1c(C(=O)NC2CCCc3ccccc32)cccc1[N+](=O)[O-] (centres undefined)
  92	12	0.8	0	3	4	94	97	6
O=C(CSc1ccc2nnc(-c3ccncc3)n2n1)NCC1CCCO1 (centres undefined)
  97	27	0.2	5	1	2	99	102	-3
O=C(C1CCCN1S(=O)(=O)c1ccc(Cl)cc1)N1CCCCC1 (centres undefined)
  118	0	1.7	17	-3	3	96	97	-1

Screens (PubChem BioAssay)
